# Screening data: PubChem, NCI
# bub3: NCI yeast anticancer drug screen, S. cerevisiae bub3 mutant strain; % growth inhibition at 50 µM; 78,000 compounds, 9.9% hits;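 also: 0% = growth of vehicle-only cultures of the same strain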
#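 Inhibition values come from growth of compound-treated mutant yeast normalised to vehicle-treated controls.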
# yeast mec2-1: NCI yeast anticancer drug screen, S. cerevisiae mec2-1 strain | 79,000 compounds, 9% hits | % growth inhibition at 50 µM;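 also: 0% = growth of vehicle-only cultures of the same strain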
#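 Using mec2-1 yeast: add compound, measure growth, express inhibition versus vehicle-treated cultures.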
# rad50: NCI yeast anticancer drug screen, S. cerevisiae rad50 strain. % growth inhibition at 50 µM. AID 155. 79,000 compounds, 10% hits;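 also: 0% = growth of vehicle-only cultures of the same strain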
#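 Cells are treated with compound, grown, and their growth is then scored against vehicle-only cultures of the same repair-deficient yeast strain.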
# cln2 rad14: NCI yeast anticancer drug screen, S. cerevisiae cln2 rad14 strain; % growth inhibition at 50 µM; 78,000 compounds, 8.3% hits; AID 165;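 also: 0% = growth of vehicle-only cultures of the same strain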
#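 Test compounds were added to cln2 rad14 yeast cultures; inhibition of growth was then determined by comparison with vehicle treatment.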
# mlh1 rad18: NCI yeast anticancer drug screen, S. cerevisiae mlh1 rad18 strain. % growth inhibition at 50 µM. 79,000 compounds, 11% hits. AID 175;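 also: 0% = growth of vehicle-only cultures of the same strain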
#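 Vehicle-treated cultures served as the reference for growth inhibition in a yeast strain carrying DNA damage repair alterations exposed to each compound.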
# yeast sgs1 mgt1: NCI yeast anticancer drug screen, S. cerevisiae sgs1 mgt1 strain; % growth inhibition at 50 µM; 78,000 compounds, 10% hits;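 also: 0% = growth of vehicle-only cultures of the same strain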
#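 This yeast growth screen uses a strain with defined DNA-repair lesions; compound-treated growth is compared with vehicle-treated growth.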
# The depositor's hits bear a star; . = no result given; & = joins results of further samples. Rule as the data show it: active = growth inhibition above about 70%; inactive = the rest. Not a hit list; overall some 14% were active at least once.
SMILES,bub3,yeast mec2-1,rad50,cln2 rad14,mlh1 rad18,yeast sgs1 mgt1
CCOC(=O)Nc1cnc2ccccc2c1,-5,-5,-3,-64,-5,0
Cc1c(NC(=O)Nc2ccc(F)c([N+](=O)[O-])c2)c(=O)n(-c2ccccc2)n1C,1,-5,12,0,8,-17
COc1cccc2c1C(=O)c1c(O)c3c(c(O)c1C2=O)CC(O)(C(C)=O)CC3OC1CC(NC(=O)C(CCCCN)NC(=O)C2CCCN2)C(O)C(C)O1 (centres undefined),-2,-19,-8,8,-68,8
O=C(N/N=C\c1ccccc1)Nc1cccc2ccccc12,28,16,-27,-26,-10,20
CCOC(=O)N1CCc2cc(OC)c(OC)cc2/C1=C/c1ccc(OC)c(OC)c1,-4,4,-7,-6,8,9
CC1=CC(=O)[C@@H](O)[C@]2(C)[C@H]3[C@@]4(O)OC[C@]35[C@H]([C@@H](CO)[C@H]4O)[C@@H](OC3OC(CO)C(O)C(O)C3O)C(=O)O[C@@H]5C[C@@H]12 (some centres undefined),-25,-14,-10,3,-26,-19
Nc1cccc2ccc(O)cc12,22,8,45,-24,37,-8
Cc1[nH]n(-c2nc3c(c(=O)[nH]2)CCC3)c(=O)c1CCO,-2,-33,-34,-16,-60,-34
Cc1nc2c(ncn2CCO)c(=O)[nH]1,0,-21,8,8,-41,2
CC(=O)Nc1ccc(C(=O)NN2C(=O)C(Cl)C2c2cc(Br)cc(Br)c2O)cc1 (centres undefined),1,-25,-18,2,-35,-23
CCOC(=O)C1(c2ccccc2)c2c(cnc3ccccc23)C(=O)N1C (centres undefined),-11,45,28,65,36,36
C=C(Cl)/C(=C\Cl)CCC(Cl)C(C)C (centres undefined),-15,15,20,29,4,3
O=[N+]([O-])c1ccc(C2NC(c3ccccc3)c3c(ccc4ccccc34)O2)cc1 (centres undefined),0,3,41,-1,4,24
O=c1oc2ccccc2cc1-c1nc2ccccc2c(=O)[nH]1,-5,8,18,14,-51,-21
O=C(CNC(=O)OCc1ccccc1)NCCNCCNC(=O)CNC(=O)OCc1ccccc1,8,7,-27,36,0,-6
O=C(CCCCCO)c1nc2ccccc2s1,16,19,-4,-12,3,10
CCc1ccc(N=Nc2c(F)c(F)c(NC(C)=O)c(F)c2F)cc1,8,11,-4,7,-13,-10
CC(=O)Nc1ccc([N+](=O)[O-])cc1[N+](=O)[O-],-16,-11,3,-38,4,-4
C(=C\c1ccncc1)/c1ccncc1,8,-7,28,-1,24,6
CCCCOC(=O)CN1C(=O)c2ccccc2C1=O,37,-9,-15,-24,-14,-10
O=C(NC(=O)c1ccccc1)NC(=O)c1ccccc1,-6&8,-14&-10,-1&-3,-18&8,-45&-4,1&-3
CSc1nn(C)c[n+]1-c1ccccc1,10,2,6,30,11,-1
O=c1oc2ccccc2nc1/C=C(\O)c1ccc(Cl)cc1,5,20,12,-8,-8,-19
COc1ccc(CN2CCC/C=C/CC(Cl)(Cl)C2=O)cc1,2,-4,-7,16,-33,-5
CC1OC(OC2C(Oc3cc(O)c4c(c3)O[C@H](c3ccc(O)cc3)CC4=O)OC(CO)C(O)C2O)C(O)C(O)C1O (some centres undefined),0,-12,6,-4,-46,-6
CCOC(=O)C(C(=O)Cc1ccccc1)c1ccccc1 (centres undefined),-10&-1&11,9&8&-2,32&4&-9,-23&-16&24,16&26&8,8&19&-4
c1ccc(C2N3CCCCC3[C@@H]3c4[nH]c5ccccc5c4CCN23)cc1 (some centres undefined),-8,-30,-17,-9,-25,-15
O=C1C[C@@H]2[C@@H](CCC23CCCC3)N1,15,13,18,20,21,-10
CCOC(=O)CC1(C)C(=O)CCCC1=O,-7,2,-4,-28,-1,4
[O-][n+]1onc(-c2ccccc2)c1-c1ccccc1,6,-18,-10,-10,-19,-15
Cc1cccc(NC(=S)NCCc2ccccn2)c1,13,-7,-7,-11,6,18
CCN(CC)C(=S)N/N=C(\C)c1ccccc1O,93*,95*,93*,89*,92*,94*
Nc1ccccc1C(=O)ONC(=O)c1ccccc1,99*,100*,100*,99*,99*,100*
CC1([N+](=O)[O-])COC(c2ccccc2)OC1 (centres undefined),-2,14,16,8,-5,13
Cc1cccc(-c2c3ccccc3cc3ccccc23)c1,2,14,6,-3,12,8
Cc1c(C)c(O)c2c(c1C)C(C)C(=O)OC2=O (centres undefined),-19,-38,1,10,0,-13
Cn1nc(-c2ccccc2)c(C(=O)/C=C/c2ccc(F)cc2)c(N2CCOCC2)c1=O,-22,-34,-35,6,-16,-55
O=[N+]([O-])c1ccc(CCCc2ccc([N+](=O)[O-])cc2)cc1,12,7,40,-41,15,59
CN1CC(=O)NC2C(=CN(Cc3ccccc3)c3ccccc32)C1=O (centres undefined),-6,-11,-22,-17,0,-1
CCc1cccc(CC)c1N=Cc1ccccc1O,11,11,33,16,19,22
CC1=CN2C3=NCCN3C3=[N+](C)CCN3C2C=C1 (centres undefined),6,2,-11,-6,14,4
O=c1ccn2n1CCCCC2,-6,-24,5,16,-23,-14
Cc1cccc(NNC(=S)Nc2ccccc2)c1,.,-15,18,.,5,.
CCC1CN2CCc3cc(OC)c(OC)cc3C2CC1CCCl (centres undefined),-30,4,-9,-10,-25,-4
CCCCCCCCCCCCCCCCCCNC(=O)OCCCl,-11,-6,-3,-8,1,3
C/C(CC(=O)NC1=CC=C(NC(=O)C/C(C)=N\Nc2ccccc2)CC1)=N/Nc1ccccc1,0,12,9,-9,14,-19
CC(=O)N/C(=C\c1ccc(Cc2nc3c([nH]2)C(=O)c2ccccc2C3=O)cc1)c1nc2c([nH]1)C(=O)c1ccccc1C2=O,15,12,-8,24,33,11
C=Cc1cccc(NC(=O)OC(C)C)c1,-21,-28,2,1,16,-2
O=[N+]([O-])c1cc([N+](=O)[O-])c(/C=C/c2ccc(Cl)c(Cl)c2)cc1/C=C/c1ccc(Cl)c(Cl)c1,37,54,46,28,42,33
O=C(NNC(=O)Nc1ccccc1)Nc1ccccc1,-3,-17,-1,-13,-7,-1

# Carrying on.
SMILES,bub3,yeast mec2-1,rad50,cln2 rad14,mlh1 rad18,yeast sgs1 mgt1
NC(=O)CCCCCCCCC(N)=O,-1,5,11,-5,31,10
O=C1/C(=N\O)S(=O)(=O)c2ccccc21,-8,5,0,-13,-3,-4
CNc1ccc(Nc2ccc(C)cc2S(=O)(=O)O)c2c1C(=O)c1ccccc1C2=O,-38,-5,-9,-49,9,-15
COc1ccc(/C=C/C(=O)c2cc(CN(C)C)c(O)c(CN(C)C)c2)cc1,3,-24,-43,-13,-10,-22
CCCCOC(=O)C(N)CN (centres undefined),-1,-23,-22,-52,-3,8
O=S(=O)(Oc1ccc2ccccc2c1)c1ccccc1,19,-9,3,-9,23,23
c1ccc(-c2coc(-c3ccccc3)c2)cc1,-9,-12,-16,-12,-2,-18
Cc1ccc(C(=O)N2CCN(C(=O)c3ccc(C)cc3)c3ccccc32)cc1,76*,34,42,37,19,41
CC(C)(C)OC(=O)NCCCCC(NC(=O)c1ccccc1)C(N)=O (centres undefined),2,-40,-23,9,-10,-19
C(=N/OCc1ccccc1)/c1cccnc1,13,-30,-6,7,3,-2
CCN(CC)Cc1c(-c2ccc(Br)cc2)oc(-c2ccc(Br)cc2)c1Br,10,9,24,-33,36,2
CC12CC[C@H](O)C(C)(C)[C@H]1CC[C@](C)(O)C2COc1ccc2ccc(=O)oc2c1 (some centres undefined),76*,75*,86*,37,77*,86*
O=C1/C(=C/c2ccccc2)CCC2CCCCC12 (centres undefined),-20,-1,22,-25,14,-1
O=c1cc(-c2ccccc2)oc2ccc3ccccc3c12,.,-2,9,.,21,.
CC(C)c1cc(O)c2c(c1O)C1CC3C(C)(C)CCC[C@]23C(=O)O1 (some centres undefined),95*,95*,93*,88*,96*,92*
Cc1c(/C=C(\C#N)c2ccc([N+](=O)[O-])cc2)c(=O)n(-c2ccccc2)n1C,13,-1,17,11,10,25
Cc1cc2ncn(C3CCCO3)c2cc1C (centres undefined),4,-6,6,3,-23,-14
Cc1cc2c(c(=O)[nH]1)C(=O)OC2,-13,-26,-34,-21,-4,-15
O=[N+]([O-])c1ccc(/C=C/c2cc(N(CCO)CCO)c3ccccc3n2)cc1,0,-1,8,-11,-3,-31
CCOC(=O)C(=Cc1cc(OC)ccc1OC)C(=O)OCC,33,9,40,36,1,25

# Record cards, as listed above. Order of values: bub3 | yeast mec2-1 | rad50 | cln2 rad14 | mlh1 rad18 | yeast sgs1 mgt1
# O=c1cc(-c2ccccc2)oc2ccc3ccccc3c12 in the list: . | -2 | 9 | . | 21 | .
# CCN(CC)Cc1c(-c2ccc(Br)cc2)oc(-c2ccc(Br)cc2)c1Br in the list: 10 | 9 | 24 | -33 | 36 | 2

# Further compounds:
SMILES,bub3,yeast mec2-1,rad50,cln2 rad14,mlh1 rad18,yeast sgs1 mgt1
CN(C)c1ccc2nc3c(cc(Nc4cccc5cccc(Nc6cc7ccccc7c7nc8ccc(N(C)C)cc8[o+]c67)c45)c4ccccc43)[o+]c2c1,8,20,19,-17,35,12
Oc1ccc(CCCCCc2ccc(O)cc2)cc1,100*,100*,100*,99*,99*,100*
CC(=O)Nc1ccc(C(=O)CCl)cc1,8,52,76*,52,95*,99*
CC(=O)/C(N=Nc1ccccc1SCCC#N)=C(\C)O,9,-3,12,-29,2,-8
Nc1nnc(-c2ccc(Cl)c(Cl)c2)o1,6,7,5,-17,28,11
FC(F)(F)c1ccccc1N=Cc1cccs1,13,-10,-12,3,20,23
N#Cc1sc2c(c1OC(=O)c1ccc(Cl)cc1Cl)c(=O)n(-c1ccccc1)c(=S)n2-c1ccccc1,24,21,20,26,20,14
CC(=O)Nc1ccc(/C=N/NC(=O)COCC(=O)N/N=C/c2ccc(NC(C)=O)cc2)cc1,-3,11,8,86*,-10,0
CC(C)(C)c1cc(CCCCCCCC2(CCCCCCCc3cc(C(C)(C)C)cc(C(C)(C)C)c3)OC(COCCOCCCCCC#N)C(COCCOCCCCCC#N)O2)cc(C(C)(C)C)c1 (centres undefined),0,-6,25,-18,10,-2
Cc1ccc(CN(C)C)c(C(O)c2ccccc2)c1 (centres undefined),7,-1,15,11,-2,0

# Quoted from the listing (4 entries):
SMILES,bub3,yeast mec2-1,rad50,cln2 rad14,mlh1 rad18,yeast sgs1 mgt1
CN(C)c1ccc2nc3c(cc(Nc4cccc5cccc(Nc6cc7ccccc7c7nc8ccc(N(C)C)cc8[o+]c67)c45)c4ccccc43)[o+]c2c1,8,20,19,-17,35,12
Oc1ccc(CCCCCc2ccc(O)cc2)cc1,100*,100*,100*,99*,99*,100*
CC(=O)Nc1ccc(C(=O)CCl)cc1,8,52,76*,52,95*,99*
CC(=O)/C(N=Nc1ccccc1SCCC#N)=C(\C)O,9,-3,12,-29,2,-8

# Single entries from above:
# For mlh1 rad18, O=c1cc(-c2ccccc2)oc2ccc3ccccc3c12 is entered as 21
# For mlh1 rad18, O=C(NC(=O)c1ccccc1)NC(=O)c1ccccc1 is entered as -45&-4
# For mlh1 rad18, Nc1nnc(-c2ccc(Cl)c(Cl)c2)o1 is entered as 28
# For rad50, O=[N+]([O-])c1ccc(CCCc2ccc([N+](=O)[O-])cc2)cc1 is entered as 40

# Continued:
SMILES,bub3,yeast mec2-1,rad50,cln2 rad14,mlh1 rad18,yeast sgs1 mgt1
CCCCCCCCSCc1ccc(N)cc1,89*,91*,90*,90*,90*,90*
Clc1cccc(C=NC23CC4CC(CC(C4)C2)C3)c1Cl,-23,-36,-20,-6,-10,-40
O=C1OC(CCl)CC12CC(CCl)OC2=O (centres undefined),96*,90*,94*,80*,96*,94*
OCCSCc1cc2c(O)c(c1)Cc1cc(CSCCO)cc(c1O)Cc1cc(CSCCO)cc(c1O)Cc1cc(CSCCO)cc(c1O)C2,54,47,40,53,16,18
COc1ccc(C2(C3NCCC4=C3CCCC4)CC2)cc1 (centres undefined),-4,-6,12,-4,24,32
CCCCCC1c2cc(O)ccc2OC1N1CCOCC1 (centres undefined),47,44,49,49,89*,47
CC(=O)NNc1ccc(C(=O)O)cc1,-3,1,13,-13,-2,2
O=C1c2cccc3c([N+](=O)[O-])ccc(c23)C(=O)N1CC1CCCO1 (centres undefined),52,51,71*,41,74*,87*
O=C1C=CC2C=CC1C=C2,-8,15,-2,1,12,23
COc1ccc(Br)c(CCCCC(=O)O)c1,23,14,12,47,54,19
N#CC[C@@H](O)COc1ccccc1,-18,-33,-20,6,-23,-17
COc1ccc(C(=O)C[n+]2cc(Br)cc3ccccc32)cc1,-3,12,-3,23,55,2
O=C(O)/C=C/c1c(Cl)cccc1Cl,-18,-8,-15,-37,-6,-12
CC=C(c1ccc(OC)cc1)c1ccc(OC)cc1,3,-10,1,-47,-4,5
CC(=O)c1cccc(OC(=O)c2ccccc2)c1,45,8,24,11,31,35
COc1ccc(C(=O)Nc2ccc([N+](=O)[O-])cc2[N+](=O)[O-])cc1,4,-1,-27,-70,-1,-17
